Screening data (PubChem)
UBC13 inh – blocks human UBC13 polyubiquitin chain formation; TR-FRET; P61088; inhibition, % at 20 µM; 330,000 tested, 0.47% active; in the data active = inhibition above about 45%, passing the limit was not always enough
Target sequence (P61088 whole entry, looked up): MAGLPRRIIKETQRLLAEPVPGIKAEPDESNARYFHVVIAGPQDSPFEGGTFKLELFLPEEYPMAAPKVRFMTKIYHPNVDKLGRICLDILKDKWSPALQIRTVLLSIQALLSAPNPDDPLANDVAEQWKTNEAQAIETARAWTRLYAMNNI
CXCR6 inh – inhibitors of human CXCR6 receptor. O00574. CHO-K1 PathHunter CXCR6 beta-arrestin, luminescence. inhibition, % at 20 µM. 360,000 tested, 0.36% active. AID 602244; in the data active = inhibition above about 34%, passing the limit was not always enough;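 also: antagonist mode with CXCL16 agonist at 10 nM final; 0% = 10 nM CXCL16 with DMSO and 100% = unstimulated wells without agonist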
Gli-Sufu antag – blocks Gli-Sufu signaling in a luciferase reporter; 340,000 tested, 0.74% active; inhibition, % at 5 µM; Sufu-KO-LIGHT fibroblasts, Gli luciferase reporter luminescence;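 active = inhibition above about 55%, limit read from the data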;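 also: 0% = DMSO-treated cells and 100% = wells with medium but no cells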
Jurkat NFkB inh – inhibitors of the PMA/ionomycin-induced NF-kB reporter in Jurkat cells; 330,000 tested, 0.53% active; AID 435003; PMA/ionomycin-induced NF-kB luciferase reporter, luminescence; inhibition, % at 4 µM; in the data active = inhibition above about 50%
EBI2 block – blocks human EBI2 receptor beta-arrestin signaling. P32249. EBI2 beta-arrestin recruitment, luminescence, 7a,25-OHC stimulated. inhibition, % at 5 µM. 360,000 tested, 0.81% active. AID 651636; in the data active = inhibition above about 38%;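 also: enzyme fragment complementation signal reports receptor beta-arrestin coupling in cells; 0% = agonist plus DMSO wells and 100% = wells without agonist; some results beyond the cut were filed as inactive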
Target sequence (P32249 whole entry, looked up, the tested form may be a part): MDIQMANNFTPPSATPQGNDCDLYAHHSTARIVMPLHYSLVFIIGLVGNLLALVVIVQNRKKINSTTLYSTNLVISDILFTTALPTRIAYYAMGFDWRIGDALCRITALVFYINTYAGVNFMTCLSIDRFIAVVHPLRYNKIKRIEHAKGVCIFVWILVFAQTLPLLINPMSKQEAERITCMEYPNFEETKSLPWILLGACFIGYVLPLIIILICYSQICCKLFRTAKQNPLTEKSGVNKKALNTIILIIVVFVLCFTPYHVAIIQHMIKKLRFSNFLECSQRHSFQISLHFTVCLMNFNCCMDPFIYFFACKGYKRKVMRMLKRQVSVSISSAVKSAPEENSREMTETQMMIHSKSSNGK
697 NFkB inh – inhibitors of the PMA/ionomycin-induced NF-kB reporter in 697 B cells. 697 B-cell NF-kB luciferase reporter, 16 h. inhibition, % at 4 µM. 330,000 tested, 0.33% active; in the data active = inhibition above about 35%
CCR6 antag – CCR6 (human) receptor antagonism | CHO-K1 CCR6 PathHunter beta-arrestin, luminescence, CCL20-stimulated | 340,000 tested, 0.49% active | P51684 | inhibition, % at 20 µM | AID 493098;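 active = compounds whose inhibition of the agonist-driven luminescence signal at 20 µM reaches about 50%, limit read from the data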;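 also: cells stimulated with CCL20 at 14 nM final; plate controls were DMSO with CCL20 for no effect and DMSO without agonist for full effect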
APJ antag – APJ receptor antagonism; 330,000 tested, 0.32% active; CHO-K1 APJ beta-arrestin complementation, luminescence; AID 2521; inhibition, % at 20 µM;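 active = inhibition above about 40% at 20 µM, limit read from the data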;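 also: cells challenged with 10 nM apelin-13 agonist together with compound; plate controls were apelin-13 plus DMSO wells for no effect and DMSO wells lacking apelin-13 for full effect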
Target sequence (P35414 whole entry, looked up): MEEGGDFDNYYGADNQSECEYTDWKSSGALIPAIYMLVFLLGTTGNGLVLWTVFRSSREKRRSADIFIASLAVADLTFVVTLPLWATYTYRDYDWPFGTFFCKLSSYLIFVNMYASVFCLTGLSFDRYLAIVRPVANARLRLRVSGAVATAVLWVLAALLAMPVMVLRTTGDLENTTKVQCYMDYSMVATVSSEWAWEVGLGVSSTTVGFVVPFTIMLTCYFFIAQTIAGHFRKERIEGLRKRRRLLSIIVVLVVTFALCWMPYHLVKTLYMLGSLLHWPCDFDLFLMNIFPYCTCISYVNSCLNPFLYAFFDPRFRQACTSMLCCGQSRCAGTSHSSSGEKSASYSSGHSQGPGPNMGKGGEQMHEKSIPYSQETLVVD
Numbers without * were called inactive.

`COc1ccccc1NS(=O)(=O)c1cc(C(=O)N2CCCCCCC2)ccc1C` gave UBC13 inh -4, CXCR6 inh 2, Gli-Sufu antag 5, Jurkat NFkB inh 1, EBI2 block 8, 697 NFkB inh -14, CCR6 antag 10 and APJ antag 14.
For Cc1ccc(NC(=O)CN(C)C(=O)Cn2cc(C(F)(F)F)ccc2=O)cc1 the results were UBC13 inh 1, CXCR6 inh 3, Gli-Sufu antag 5, Jurkat NFkB inh -6, EBI2 block 0, 697 NFkB inh 14, CCR6 antag -5 and APJ antag -4.
For O=C(Nc1nc2ccccc2s1)NC1CCCCC1 the results were UBC13 inh 1, CXCR6 inh 6, Gli-Sufu antag -124, Jurkat NFkB inh -179, EBI2 block 17, 697 NFkB inh -133, CCR6 antag 7 and APJ antag 1.
For CC(C)N(CCNC(=O)c1oc(=O)c2ccccc2c1-c1ccccc1)Cc1ccco1 the results were UBC13 inh -16, CXCR6 inh 0, Gli-Sufu antag 20, Jurkat NFkB inh -6, EBI2 block 7, 697 NFkB inh -38, CCR6 antag 16 and APJ antag 6.
`C=CCc1cccc(/C=N/NC(=O)CNc2ccccc2OC)c1O` gave UBC13 inh -2, CXCR6 inh 0, Gli-Sufu antag -8, Jurkat NFkB inh 21, EBI2 block 8, 697 NFkB inh 10, CCR6 antag 18 and APJ antag -8.
Screening CCOC(=O)c1cc(C(C)=O)n2ccccc12 returned UBC13 inh 1, CXCR6 inh 1, Gli-Sufu antag -2, Jurkat NFkB inh 12, EBI2 block -3, 697 NFkB inh 6, CCR6 antag 8 and APJ antag 14.
CCOC(=O)c1c(CC(C)C)csc1NC(=O)COC(=O)c1ccc(O)cc1 was read as UBC13 inh -4, CXCR6 inh -8, Gli-Sufu antag 15, Jurkat NFkB inh -7, EBI2 block 3, 697 NFkB inh -44, CCR6 antag 8 and APJ antag 0.
Screening Cc1cc(Oc2ccccc2)nc(-c2ccccc2)n1 returned UBC13 inh 8, CXCR6 inh 2, Gli-Sufu antag -1, Jurkat NFkB inh -13, EBI2 block 3, 697 NFkB inh 14, CCR6 antag 14 and APJ antag -1.
For Cc1cc(C(=O)OCC(=O)NC2CCS(=O)(=O)C2)c2ccccc2n1 (stereo not drawn) the results were UBC13 inh 3, CXCR6 inh 3, Gli-Sufu antag -10, Jurkat NFkB inh -2, EBI2 block -6, 697 NFkB inh 16, CCR6 antag 4 and APJ antag 7.
For COc1cccc(-c2cc(C(=O)NCc3cccs3)no2)c1 the results were UBC13 inh 6, CXCR6 inh 9, Gli-Sufu antag -51, Jurkat NFkB inh -82, EBI2 block 11, 697 NFkB inh -119, CCR6 antag 12 and APJ antag 8.
`C=CCOc1ccc(/C=C/C(=O)OC(C)C(=O)Nc2ccc(NC(C)=O)cc2)cc1` (stereo not drawn) gave UBC13 inh 6, CXCR6 inh 1, Gli-Sufu antag -3, Jurkat NFkB inh 0, EBI2 block 3, 697 NFkB inh -10, CCR6 antag -1 and APJ antag 7.
Screening CN(Cc1cnn(C)c1)C(=O)c1sc2cccc(Cl)c2c1Cl returned UBC13 inh 11, CXCR6 inh -3, Gli-Sufu antag -4, Jurkat NFkB inh 3, EBI2 block -6, 697 NFkB inh 23, CCR6 antag -2 and APJ antag -6.
For COC(=O)Cn1c(CCC(=O)O)ccc1-c1ccccc1 the results were UBC13 inh -2, CXCR6 inh -1, Gli-Sufu antag 10, Jurkat NFkB inh -13, EBI2 block 0, 697 NFkB inh 0, CCR6 antag -14 and APJ antag -4.
Screening Cc1cc(=O)oc(C)c1C(=O)NCCNC(=O)c1c(C)cc(=O)oc1C returned UBC13 inh 10, CXCR6 inh -8, Gli-Sufu antag 1, Jurkat NFkB inh -10, EBI2 block -10, 697 NFkB inh -2, CCR6 antag 1 and APJ antag 24.
For O=C(CSc1nnnn1-c1ccccc1)N1N=CCC1c1ccccc1 (stereo not drawn) the results were UBC13 inh 5, CXCR6 inh -14, Gli-Sufu antag -18, Jurkat NFkB inh -8, EBI2 block -7, 697 NFkB inh 14, CCR6 antag 12 and APJ antag 1.
`COc1ccc2ccccc2c1/C=N/NC(=O)c1nnn(-c2nonc2N)c1CN(C)C` gave UBC13 inh -7, CXCR6 inh 7, Gli-Sufu antag 33, Jurkat NFkB inh -13, EBI2 block 1, 697 NFkB inh 13, CCR6 antag 8 and APJ antag -27.
Screening CCc1ccc(C(=O)C(C)OC(=O)c2cccc(S(=O)(=O)N3CCOCC3)c2)cc1 (stereo not drawn) returned UBC13 inh -4, CXCR6 inh -7, Gli-Sufu antag 7, Jurkat NFkB inh -9, EBI2 block 9, 697 NFkB inh -29, CCR6 antag 11 and APJ antag 0.
For Cc1ccc(C(=O)Nc2cccc3cccnc23)cc1C the results were UBC13 inh 5, CXCR6 inh 6, Gli-Sufu antag 4, Jurkat NFkB inh -40, EBI2 block 9, 697 NFkB inh -35, CCR6 antag 6 and APJ antag 16.
Cc1ccc(-c2nnn(CC(=O)N(c3ccccc3F)C(C(=O)NC3CCCC3)c3ccco3)n2)o1 (stereo not drawn) was read as UBC13 inh -7, CXCR6 inh 7, Gli-Sufu antag -3, Jurkat NFkB inh 10, EBI2 block 2, 697 NFkB inh 22, CCR6 antag 8 and APJ antag -2.
For CCOC(=O)c1ccc(NC(=S)NCCc2ccc(OC)c(OC)c2)cc1 the results were UBC13 inh 10, CXCR6 inh 6, Gli-Sufu antag 3, Jurkat NFkB inh -4, EBI2 block 24, 697 NFkB inh 6, CCR6 antag 5 and APJ antag -3.

Some of these compounds in order of SMILES length, descending.
`COc1ccc2ccccc2c1/C=N/NC(=O)c1nnn(-c2nonc2N)c1CN(C)C` gave UBC13 inh -7, CXCR6 inh 7, Gli-Sufu antag 33, Jurkat NFkB inh -13, EBI2 block 1, 697 NFkB inh 13, CCR6 antag 8 and APJ antag -27.
CCOC(=O)c1c(CC(C)C)csc1NC(=O)COC(=O)c1ccc(O)cc1 was read as UBC13 inh -4, CXCR6 inh -8, Gli-Sufu antag 15, Jurkat NFkB inh -7, EBI2 block 3, 697 NFkB inh -44, CCR6 antag 8 and APJ antag 0.
Screening Cc1cc(=O)oc(C)c1C(=O)NCCNC(=O)c1c(C)cc(=O)oc1C returned UBC13 inh 10, CXCR6 inh -8, Gli-Sufu antag 1, Jurkat NFkB inh -10, EBI2 block -10, 697 NFkB inh -2, CCR6 antag 1 and APJ antag 24.
Screening CN(Cc1cnn(C)c1)C(=O)c1sc2cccc(Cl)c2c1Cl returned UBC13 inh 11, CXCR6 inh -3, Gli-Sufu antag -4, Jurkat NFkB inh 3, EBI2 block -6, 697 NFkB inh 23, CCR6 antag -2 and APJ antag -6.
`C=CCc1cccc(/C=N/NC(=O)CNc2ccccc2OC)c1O` gave UBC13 inh -2, CXCR6 inh 0, Gli-Sufu antag -8, Jurkat NFkB inh 21, EBI2 block 8, 697 NFkB inh 10, CCR6 antag 18 and APJ antag -8.
For COc1cccc(-c2cc(C(=O)NCc3cccs3)no2)c1 the results were UBC13 inh 6, CXCR6 inh 9, Gli-Sufu antag -51, Jurkat NFkB inh -82, EBI2 block 11, 697 NFkB inh -119, CCR6 antag 12 and APJ antag 8.
Screening CCOC(=O)c1cc(C(C)=O)n2ccccc12 returned UBC13 inh 1, CXCR6 inh 1, Gli-Sufu antag -2, Jurkat NFkB inh 12, EBI2 block -3, 697 NFkB inh 6, CCR6 antag 8 and APJ antag 14.

Later entries:
`Cn1c(=O)c2c(nc(NC3CCCC3)n2C)n(C)c1=O` gave UBC13 inh 4, CXCR6 inh 0, Gli-Sufu antag 2, Jurkat NFkB inh 0, EBI2 block -7, 697 NFkB inh 30, CCR6 antag 1 and APJ antag 8.
`CC(C)c1nn2c(N)c(/C=C3\C=Nc4ccccc43)c(=O)nc2s1` gave UBC13 inh 2, CXCR6 inh 9, Gli-Sufu antag 22, Jurkat NFkB inh 9, EBI2 block -14, 697 NFkB inh 3, CCR6 antag 19 and APJ antag 17.
For CC(C)OC(=O)CSc1nnc(-c2ccc(Cl)cc2)n1N the results were UBC13 inh -7, CXCR6 inh -6, Gli-Sufu antag -3, Jurkat NFkB inh -11, EBI2 block -1, 697 NFkB inh -7, CCR6 antag 2 and APJ antag -14.
For CCCn1c(=O)[nH]c(=O)c2c1nc(-c1ccc(OC(F)(F)C(F)C(F)(F)F)cc1)n2CCOC (stereo not drawn) the results were UBC13 inh 4, CXCR6 inh 6, Gli-Sufu antag 8, Jurkat NFkB inh -6, EBI2 block 5, 697 NFkB inh -17, CCR6 antag 1 and APJ antag -3.
`O=C(Nc1ccc(F)cc1)OCCN1CCN(Cc2ccccc2)CCC1=O` gave UBC13 inh 7, CXCR6 inh -6, Gli-Sufu antag 1, Jurkat NFkB inh -24, EBI2 block -3, 697 NFkB inh -32, CCR6 antag 14 and APJ antag 1.
Screening Nc1ccccc1Sc1ccccc1[N+](=O)[O-] returned UBC13 inh 5, CXCR6 inh -3, Gli-Sufu antag -8, Jurkat NFkB inh -1, EBI2 block 1, 697 NFkB inh -9, CCR6 antag 21 and APJ antag 19.
`CCN(CC(=O)c1c(N)n(C)c(=O)n(C)c1=O)c1cccc2ccccc12` gave UBC13 inh -47, CXCR6 inh -10, Gli-Sufu antag 9, Jurkat NFkB inh 13, EBI2 block 4, 697 NFkB inh -2, CCR6 antag 4 and APJ antag -52.
For O=C(COc1ccccc1)N[C@@H]1c2ccccc2CC[C@H]1OCc1ccccc1 the results were CXCR6 inh 2, Gli-Sufu antag 6, EBI2 block 9, 697 NFkB inh -4 and CCR6 antag 19.
Screening O=C1CCCN1c1cc(Cl)ccc1Cl returned UBC13 inh -8, CXCR6 inh 5, Gli-Sufu antag -3, Jurkat NFkB inh -5, EBI2 block 1, 697 NFkB inh -37, CCR6 antag -5 and APJ antag 10.
Screening O=C(COC(=O)c1ccc(Br)c(S(=O)(=O)N2CCOCC2)c1)NC1CC1 returned UBC13 inh 4, CXCR6 inh 1, Gli-Sufu antag 4, Jurkat NFkB inh 9, EBI2 block -8, 697 NFkB inh 4, CCR6 antag 2 and APJ antag -11.
For CCc1ccc(NC(=O)[C@H](C)NC(=O)C2CCN(C(=O)[C@@H](N)C(C)C)CC2)cc1 the results were UBC13 inh 4, CXCR6 inh 9, Gli-Sufu antag -7, Jurkat NFkB inh 1, EBI2 block -7, 697 NFkB inh 10, CCR6 antag 12 and APJ antag 7.
For Cc1ccccc1C(=O)Nc1ccc(N(C)C)c2ccccc12 the results were UBC13 inh 3, CXCR6 inh -4, Gli-Sufu antag -23, Jurkat NFkB inh 18, EBI2 block 12, 697 NFkB inh 8, CCR6 antag 11 and APJ antag -15.
For COC(=O)c1cc(Sc2c(Cl)cccc2Cl)ccn1 the results were UBC13 inh 8, CXCR6 inh 4, Gli-Sufu antag 8, Jurkat NFkB inh 7, EBI2 block 5, 697 NFkB inh 5, CCR6 antag 20 and APJ antag -2.
Screening CCCn1c(SCC(=O)Nc2cccc(Cl)c2Cl)n[nH]c1=O returned UBC13 inh -9, CXCR6 inh -4, Gli-Sufu antag 2, Jurkat NFkB inh -1, EBI2 block -6, 697 NFkB inh 5, CCR6 antag 9 and APJ antag -11.
CC1CCN(S(=O)(=O)c2ccc3c(c2)N(CC(=O)NCCCN2C(C)CCCC2C)C(=O)CO3)CC1 (stereo not drawn) was read as UBC13 inh 2, CXCR6 inh -2, Gli-Sufu antag 11, Jurkat NFkB inh 2, EBI2 block -3, 697 NFkB inh -5, CCR6 antag 3 and APJ antag -3.
Screening COc1cccc(C2CC(=O)Nc3c2c(=O)n(C)c(=O)n3C)c1OC (stereo not drawn) returned UBC13 inh -1, CXCR6 inh 4, Gli-Sufu antag -10, Jurkat NFkB inh -12, EBI2 block -3, 697 NFkB inh 0, CCR6 antag -14 and APJ antag 14.
For COc1ccc(CNC(=O)COC(=O)c2ccccc2C(=O)c2ccccc2)cc1 the results were UBC13 inh 0, CXCR6 inh -4, Gli-Sufu antag 0, Jurkat NFkB inh -17, EBI2 block -20, 697 NFkB inh -3, CCR6 antag 13 and APJ antag 6.
